ABCB6 inh 2 – ABCB6 transporter inhibitors, primary screen, K562-ABCB6 cells, flow cytometry, MLPCN library; ATP-binding cassette sub-family B member 6 (Homo sapiens), Q9NP58; K562-ABCB6 porphyrin accumulation, 1 h; stronger effect = lower value; fluorescence ratio to DMSO, % at 10 µM; 360,000 tested, 0.19% active; AID 602162, 2011;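 active means fluorescence ratio to DMSO below 75%, the collection mean minus 3 SD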;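 further: signal is porphyrin accumulated inside mitochondria; 100% equals median channel fluorescence of DMSO control wells; lower ratio means ABCB6 inhibition with less porphyrin fluorescence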
ABHD5-PLIN5 inh – ABHD5-PLIN5 interaction inhibitors, primary screen, cell lysate, split luciferase complementation, luminescence. Perilipin-5 (Homo sapiens) + 1-acylglycerol-3-phosphate O-acyltransferase ABHD5 (Homo …. Split G. princeps luciferase complementation, 4 h. inhibition, % at 4 µM. 360,000 tested, 0.78% active. AID 602281, 2012;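 active means inhibition above the mean inhibition across every tested compound plus 3 SD, cut at about 22% in these data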;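 further: 0% = DMSO only wells and the 100% control is not disclosed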
aDG glyco up – activators of alpha-DG glycosylation, primary screen, uHTS, Pro5-aDG cells, AlphaScreen; alpha-DG glycosylation AlphaScreen (IIH6); 0% Pro5, 100% B10-LARGE cell signal; activation, % at 10 µM; 360,000 tested, 0.22% active;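 active means activation of at least 8% versus controls, or a plate z-score of at least 8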;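 further: Pro5 are CHO cells carrying HIG-tagged alpha-DG that lacks glycosylation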
MC4R barr agon – MC4R agonists recruiting beta-arrestin, primary screen, cell-based, luminescence, agonist arm of biased-ligand search; U2OS MC4R beta-arrestin complementation; percent of melanotan II response, DMSO zero; Melanocortin receptor 4 (Homo sapiens), P32245; 360,000 tested, 0.98% active; activation, % at 8.9 µM; AID 540308, 2011;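 active means activation above a per-plate cutoff, the mean activation of sample wells on that plate plus 3 SD, cut at about 8% in these data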
NOD2 RIPK2 PPI – NOD2-RIPK2 binding disruptors in cells, primary screen, fluorescence, CHO cells, BLA complementation. AID 624267, 2012. CCF4 ratio. Receptor-interacting serine/threonine-protein kinase 2 (Homo sapiens), O43353. 360,000 tested, 0.38% active. inhibition, % at 4.98 µM; in the data active means inhibition above about 21%;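 further: 0% = vehicle only and 100% = reference blocker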
MC4R antagonist – MC4R antagonists of cAMP signaling, primary screen, cell-based, TR-FRET, antagonist arm of biased-ligand search; MC4R-expressing cells, MTII-stimulated cAMP, LANCE TR-FRET; Melanocortin receptor 4 (Homo sapiens), P32245; inhibition, % at 6.5 µM; 360,000 tested, 0.48% active;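 active means inhibition above its plate's cutoff, the mean of tested wells on that plate plus 3 SD, cut at about 29% in these data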;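 further: 0% = Melanotan II alone and 100% = Melanotan II plus saturating MCL0020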
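system = U2OS cells with stable human MC4R expression | also added = Melanotan II challenge after compound preincubation | dosing = one concentration, 6.5 µM nominal | incubation = compound 30 min, challenge 1 h, detection 1 h | measured by = TR-FRET with Eu-cAMP and labeled anti-cAMP, 671 nm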
Exocytosis inh – LAMP-1 surface exposure blockers, TALL-104 cells – cell-based, flow cytometry, MLPCN library, primary screen; TALL-104 LAMP-1 surface exposure; cells stimulated with thapsigargin and PMA; inhibition, % at 10 µM; 360,000 tested, 0.66% active; AID 651702, 2012;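 active means inhibition above about 55%, limit read from the data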
TLR9-MyD88 inh – inhibitors of TLR9-MyD88 association in cells, primary screen, cell-based, CHO, BLA complementation, fluorescence; CCF4 FRET ratio; 340,000 tested, 0.21% active; inhibition, % at 4.98 µM; Toll-like receptor 9 (Homo sapiens) + Myeloid differentiation primary response protein …;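 active means inhibition above the mean over all tested compounds plus 3 SD, cut at about 21% in these data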;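 further: 0% = DMSO only wells and 100% = clavulanate BLA inhibitor control wells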
Target sequence (Q99836 whole entry, looked up): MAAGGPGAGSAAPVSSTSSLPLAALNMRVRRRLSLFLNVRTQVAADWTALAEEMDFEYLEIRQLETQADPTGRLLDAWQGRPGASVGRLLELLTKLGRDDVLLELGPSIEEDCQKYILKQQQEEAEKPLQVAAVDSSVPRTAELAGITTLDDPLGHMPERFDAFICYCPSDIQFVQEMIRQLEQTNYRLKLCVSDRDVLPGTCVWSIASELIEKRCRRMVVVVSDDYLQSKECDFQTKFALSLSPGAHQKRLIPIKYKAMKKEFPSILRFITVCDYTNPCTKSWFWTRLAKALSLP
Target sequence (Q9NR96 whole entry, looked up): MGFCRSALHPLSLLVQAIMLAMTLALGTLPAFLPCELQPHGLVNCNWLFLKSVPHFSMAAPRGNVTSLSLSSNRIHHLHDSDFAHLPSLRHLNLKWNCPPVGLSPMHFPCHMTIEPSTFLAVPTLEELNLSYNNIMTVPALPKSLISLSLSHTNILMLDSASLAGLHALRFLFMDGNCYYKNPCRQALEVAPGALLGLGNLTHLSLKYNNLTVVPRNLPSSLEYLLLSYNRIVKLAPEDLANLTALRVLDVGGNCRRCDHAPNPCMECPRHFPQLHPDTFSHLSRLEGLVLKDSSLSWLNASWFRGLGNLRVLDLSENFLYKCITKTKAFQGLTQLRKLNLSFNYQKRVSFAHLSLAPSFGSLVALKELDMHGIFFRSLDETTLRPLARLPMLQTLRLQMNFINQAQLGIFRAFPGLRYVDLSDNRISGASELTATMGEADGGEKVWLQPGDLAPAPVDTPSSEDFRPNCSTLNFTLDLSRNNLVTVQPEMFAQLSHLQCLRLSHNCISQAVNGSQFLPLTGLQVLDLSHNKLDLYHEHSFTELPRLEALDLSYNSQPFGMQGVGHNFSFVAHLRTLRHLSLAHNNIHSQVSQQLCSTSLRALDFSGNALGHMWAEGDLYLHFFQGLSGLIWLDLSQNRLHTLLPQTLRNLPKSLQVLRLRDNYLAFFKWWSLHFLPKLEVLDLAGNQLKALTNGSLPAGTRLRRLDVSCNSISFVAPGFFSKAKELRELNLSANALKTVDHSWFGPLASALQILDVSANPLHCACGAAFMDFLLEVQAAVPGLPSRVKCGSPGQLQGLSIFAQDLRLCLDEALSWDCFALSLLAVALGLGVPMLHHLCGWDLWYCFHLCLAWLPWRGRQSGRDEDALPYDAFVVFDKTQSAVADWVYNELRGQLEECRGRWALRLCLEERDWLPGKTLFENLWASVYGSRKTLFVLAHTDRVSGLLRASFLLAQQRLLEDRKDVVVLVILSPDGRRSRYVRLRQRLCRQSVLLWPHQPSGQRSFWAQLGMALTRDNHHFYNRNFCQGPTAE
Glyco luc inh – increase of ERlucT glycosylation luciferase signal, primary screen, N-linked glycosylation inhibitor project, D54 ERlucT cells, luminescence, set 2 | D54 ERlucT glycosylation luciferase reporter, 24 h; percent of 100 nM tunicamycin response | 360,000 tested, 0.23% active | reporter increase, % at 12.5 µM | AID 588692, 2011;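 active means mean luciferase reporter signal, scaled so untreated is 0 and the glycosylation-blocking control 100, at or above a set limit in every replicate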;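 further: luciferase carries N-glycosylation sites so blocking glycosylation raises the light; 0% = median of neutral control wells and 100% = median of 100 nM tunicamycin wells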
Vif inh – HIV Vif self-association inhibitors, primary screen, imaging, HEK293T, single point. AID 602346, 2012. HEK293T cells, Vif self-association by quenched fluorescence, 24 h. 340,000 tested, 0.35% active. inhibition, % at 7.49 µM; in the data active means inhibition above about 50%, passing the limit was not always enough; further: some results filed as inactive read as strong as hits
* = called active by the depositor; x = not tested or not shown.

molecule,ABCB6 inh 2,ABHD5-PLIN5 inh,aDG glyco up,MC4R barr agon,NOD2 RIPK2 PPI,MC4R antagonist,Exocytosis inh,TLR9-MyD88 inh,Glyco luc inh,Vif inh
CC(C)(C)C1CCc2sc(-c3nnc(CCl)o3)cc2C1 (configuration not stated),100,8,0.4,1.8,-7,21,-1,5,0,-3
CC(NC(=O)C(=O)N/N=C/c1ccccc1)c1ccccc1 (configuration not stated),98,-3,0.0,-2.2,-8,16,-3,-6,0,-5
CCCCN1C2=NC(c3ccccc3)CN2c2ccccc21 (configuration not stated),94,2,0.5,0.3,-6,-4,21,-4,-2,-3
COc1ccc(Cl)cc1CNCCCSc1ncccn1,97,-2,0.0,-0.8,-7,1,7,3,0,-6
CCOc1cc(/C=C\c2nc(O)c([N+](=O)[O-])c(=O)[nH]2)ccc1OC(C)CC (configuration not stated),100,5,-0.2,-0.6,11,-9,-11,9,3,-3
CCOC(=O)/C(C#N)=C/c1ccc(N2CCCCC2)cc1,104,0,0.6,-0.8,-4,18,1,-1,2,-4
Cc1[nH]c2ccc(C(=O)NC3CCCC3)cc2c1C,106,13,0.2,-0.8,7,-8,6,-7,0,-2
O=C(c1ccccc1)N1CCN(S(=O)(=O)N2CCCCCC2)CC1,99,-6,0.3,2.4,0,19,7,-6,-1,-5
CC1(C(=O)Nc2ccc3c(c2)OCCO3)CCN1Cc1ccccc1OC(F)F (configuration not stated),99,6,1.4,-1.0,-2,3,1,x,1,x
CCOc1ccc(OCC)c(NC(=O)CCn2c(=O)oc3ccccc32)c1,82,-2,0.1,-0.9,7,0,-3,-1,1,-11
COc1ccc(C(=O)NCc2nc(C)c(C)s2)cc1OC1CCN(C(C)C)CC1,95,4,0.0,-1.7,-15,5,0,-3,0,7
CC(=O)Nc1cccc(C(=O)NNC(=O)c2ccc(-n3cnnn3)cc2)c1,98,1,0.0,-2.2,-14,12,-5,-7,1,0
CCn1c(SCC(=O)Nc2ccc3c(c2)OCO3)nnc1-c1ccccc1O,92,1,-0.1,-0.8,0,-2,0,-4,-1,-4
O=C(/C=C\Nc1ccc2c(c1)OCO2)c1ccc2c(c1)OCO2,103,1,-0.2,-0.7,-9,-6,4,8,-8,1
CCC(=O)c1ccc(OCC(=O)NNC(=O)c2cc(C)oc2C)cc1,98,1,-0.3,0.1,-3,2,-3,0,0,17
CCOC(=O)N1CCN(C(=S)NC(=O)c2ccc(F)c(F)c2)CC1,97,-2,-0.2,-0.1,-4,26,1,-8,-3,2
CC(C)CNC(=O)C1(C)CCCCCN1C(=O)c1csnn1 (configuration not stated),104,-7,-0.1,-0.4,1,15,1,x,2,0
Cc1ccc(NC(=O)C(C)OC(=O)CCC2CCCCC2)cc1 (configuration not stated),95,0,-0.2,11*,-2,7,3,-6,3,-10
Fc1cccc(Cl)c1C1Nc2cccc3cccc(c23)N1,112,1,-0.2,-2.5,-10,5,31,0,3,4
COc1ccccc1NC(=O)/C(C#N)=C/c1ccncc1,102,2,-0.4,-2.5,-8,-2,1,-8,4,-4
Cc1ccc(C2(COC(=O)C(C)C)CO2)c(OC(=O)C(C)C)c1 (configuration not stated),96,4,-0.2,0.2,2,3,-2,2,-1,-2
CCOC(=O)C1CCN(S(=O)(=O)c2c(C)[nH]c(C)c2C(=O)N2CCCC2)CC1,102,-8,0.0,-1.5,-6,-2,-11,-7,2,11
COc1ccc2oc(C(=O)NC(C)c3ccccn3)c(C)c2c1 (configuration not stated),100,-13,0.4,-2.9,-14,2,5,-5,0,6
CNC(=O)NC(=O)C(OC(=O)Cc1cccc(C(F)(F)F)c1)c1ccccc1 (configuration not stated),87,9,0.2,-0.6,14,0,-5,-4,-1,10
CCCn1c(N)c(N(CCOC)C(=O)CSc2c(Cl)cccc2Cl)c(=O)[nH]c1=O,87,-4,-0.4,0.5,-5,-5,3,5,0,-8
COc1ccc(N2CCN(C(=O)c3ccc(CNS(=O)(=O)c4cc(C)ccc4C)cc3)CC2)cc1,93,4,0.9,-3.9,2,6,2,13,-4,-7
O=C(CCN1C(=O)C2C3C=CC(C3)C2C1=O)N1CC(=O)N(CCc2ccccc2)C(=O)C1 (configuration not stated),95,-2,0.1,-0.7,1,13,-1,-3,0,-4
Cc1ccccc1OCC(=O)Nc1ccccc1-c1ccccc1NC(=O)COc1ccccc1C,101,5,0.1,-0.4,-1,9,-3,7,-10,-3
CNC(=O)CN(c1cccc2ccccc12)S(C)(=O)=O,113,0,-0.3,-0.4,2,14,1,-4,1,x
CN(CC(=O)Nc1ccccc1C(F)(F)F)C(=O)Cc1ccccc1F,100,-3,-0.1,-1.4,-1,12,-4,5,1,11
CCNC(=O)Nn1c(C)nnc1C,92,0,1.2,-0.6,-14,1,-5,-14,1,-17
COc1ccc(C=O)cc1Cn1cnc2c(cnn2C)c1=O,101,-1,0.1,-0.7,8,-6,-8,6,3,13
CC(OC(=O)[C@@H](NC(=O)c1ccco1)C(C)C)C(=O)Nc1ncc(Cl)cc1Cl (some centres not stated),95,0,-0.2,-1.9,-3,7,-3,3,-1,-4
S=c1[nH]nc([C@@H]2C[C@H]2c2ccccc2)n1-c1ccccc1,99,-1,-0.1,0.2,-6,-2,2,10,-2,2
COC(=O)c1cccc(C23CC4(C2)[C@H](CN(Cc2cccnc2)[C@@H]4c2ccccc2)C3c2ccccc2)c1 (some centres not stated),101,-6,-0.2,-0.9,-3,-2,8,4,-3,4
COc1ccc(S(=O)(=O)N2CCOCC2)cc1NC(=O)CSc1nnc2n1CCCCC2,94,2,0.1,-2.3,-3,6,-5,-6,-1,-2
Cn1c(NC(=O)CC(C)(C)C)cc(=O)n(C)c1=O,98,-2,0.0,-0.6,3,9,-1,-9,3,x
COc1ccc(S(=O)(=O)N2Cc3ccccc3CC2C(=O)N2CCOCC2)cc1OC (configuration not stated),97,-2,0.0,-1.5,-1,1,3,-2,0,5
Cc1cc(C)n(CCCN2C(=O)c3cccc4cccc(c34)C2=O)n1,101,4,0.1,-1.3,9,3,1,-4,0,x
CCOc1ccccc1N1CCN(Cc2ccc(Br)s2)CC1,104,-10,-0.3,-2.3,-14,-7,-1,2,-2,-1
CCOC(=O)C(C)Oc1ccc2c(C)cc(=O)oc2c1C(C)=O (configuration not stated),102,8,0.0,0.0,-13,8,-7,-3,-2,4
Cc1ccc(/C([O-])=C(/C(=S)NCc2ccc3c(c2)OCO3)[n+]2ccc(N(C)C)cc2)c(C)c1,97,4,-0.3,-1.3,-5,-9,1,-4,2,1
O=C(c1cccc(C(=O)N2CCC(O)(c3ccccc3)CC2)c1)N1CCC(O)(c2ccccc2)CC1,98,0,-0.1,0.4,-7,8,-2,x,0,19
CCOC(=O)C1(C)CCCCCN1C(=O)c1ccc(OC)c(C(F)(F)F)c1 (configuration not stated),100,-4,-0.2,10*,5,13,0,x,0,-4
CC1CCCC(C)N1C(=O)COC(=O)CNC(=O)c1ccc(Cl)cc1Cl (configuration not stated),96,-4,-0.1,-0.6,-1,29*,-1,-1,3,-5
CSc1ncccc1C(=O)NCCc1ccccc1,90,2,0.0,-2.2,0,-10,1,-1,1,-5
Cc1ccc(S(=O)(=O)N2CCCCC2C(=O)N2CCN(c3ccccc3F)CC2)cc1 (configuration not stated),99,-2,0.1,0.5,-4,7,-3,-3,-3,-1
COc1ccc(CNC(=O)/C=C/c2cc([N+](=O)[O-])ccc2OC(F)F)cc1OC,98,6,0.4,-1.3,-1,-5,2,-1,2,-5
O=[N+]([O-])c1ccccc1S(=O)(=O)NCc1ccc(F)cc1,101,5,0.3,0.1,-1,-5,-1,x,1,-4
CC(C)CCNc1ncnc2c1cnn2Cc1ccccc1Cl,96,-5,-0.1,3.0,2,4,-3,-16,-1,-8

The list goes on:
molecule,ABCB6 inh 2,ABHD5-PLIN5 inh,aDG glyco up,MC4R barr agon,NOD2 RIPK2 PPI,MC4R antagonist,Exocytosis inh,TLR9-MyD88 inh,Glyco luc inh,Vif inh
Cc1ccc(SCC(=O)NCCN2C(=O)CSC2=O)c(C)c1,148,3,-0.2,-2.7,2,11,3,-11,0,-7
COn1c(SCc2cccc(Cl)c2)nc2ccccc2c1=O,85,16,0.5,2.9,-2,-13,4,1,-4,0
S=c1[nH]nc(CCc2nc3ccccc3[nH]2)n1-c1ccccc1,99,1,-0.3,-0.7,-6,6,-1,1,1,36
CCCNC(=O)c1ccc(CNc2c(N3CCC(C(=O)OCC)CC3)c(=O)c2=O)cc1,88,-2,-0.2,-1.5,3,-1,-2,-7,1,-1
Cc1cccc2nc(-c3cccnc3)c(NCCC(C)C)n12,92,3,0.4,1.2,-6,9,5,5,-2,0
COc1ccc(CC(=O)Nn2c(-c3ccccc3)nc3ccccc3c2=O)cc1,100,5,-0.1,-0.2,-1,6,-3,20,1,4
CCOc1ccc(-c2c(C(=O)N/N=C/c3ccc(Cl)cc3)nnn2-c2nonc2N)cc1,101,0,0.3,-0.7,3,-2,-2,3,6,2
COC(=O)C1C2C=CC3(CN(C(C)C)C(=O)C13)O2 (configuration not stated),102,-4,0.4,-0.7,5,3,-4,4,3,-4
CC1C=CCC2C(=O)N(c3cc(Cl)ccc3O)C(=O)C12 (configuration not stated),85,2,-0.2,-2.0,10,-2,-1,5,1,22
CCCCNc1nc2c(c(=O)n(C)c(=O)n2C)n1CCC,97,-2,-0.1,-1.0,-6,0,-1,3,2,0
CS(=O)(=O)c1ccc2nc(NC(NC(=O)c3ccco3)(C(F)(F)F)C(F)(F)F)sc2c1,93,6,-0.4,-0.5,-16,6,2,-2,0,1
O=P(O)(CCc1ccncc1)CN1CCCCC1,99,-3,-0.1,-0.6,-13,-2,4,-3,2,-5
Cc1cc(=O)n2[nH]c(-c3ccccc3Cl)cc2n1,92,-6,0.0,-2.2,-3,2,-1,1,0,0

Screening results from PubChem BioAssay.

An excerpt, so the mix of outcomes need not match the whole.
